NCI-60 one-dose screen, 48 h, at 10 µM unless noted. Numbers give growth in % (100 = growth as untreated, 0 = no growth, -100 = all killed).
SN12C – SN12C renal cancer cells. 3.8% of 81,000 active
786-0 – 786-0 renal cancer cells; 5.1% of 81,000 active; AID 1794775
UO-31 – UO-31 renal cancer | 5.2% of 81,000 active | AID 1794768
TK-10 – TK-10 renal cancer cells; 3.9% of 81,000 active
CAKI-1 – CAKI-1 renal cancer. 4.7% of 75,000 active. AID 1794772
ACHN – ACHN renal cancer; 4.9% of 81,000 active
A498 – A498 renal cancer cells; 5.4% of 76,000 active; AID 1794774
RXF 393 – RXF 393 renal cancer cells | AID 1794773 | 6.9% of 77,000 active
U251 – U251 CNS tumor cells; AID 1794753; 5.4% of 80,000 active
The depositor's hits bear a star; · = not tested or not shown; & = joins results of further samples; ! = a repeat was not active. The calls were made as follows: active = growth percent below 10; inactive = the rest.

Every second line gives: SN12C	786-0	UO-31	TK-10	CAKI-1	ACHN	A498	RXF 393	U251
COc1ccc(/C=C(\C#N)n2nnc3c(F)cccc32)cc1
 : 24	16	39	45	25	28	-29*	-21*	24
Cc1nnc(/N=C2\NC(=O)/C(=C/c3c(F)c(F)c(F)c(F)c3F)S2)s1
 : 95	99	86	135	·	96	123	121	112
C[C@@H]1O[C@H](/C=C\c2ccc(Br)cc2)[C@@H](O)[C@H]1O
 : 96	·	88	102	97	109	·	102	105
COc1cc(NC(=O)c2nc(-c3ccccc3)n(-c3cccc4ccccc34)n2)cc(OC)c1OC
 : 87	105	41	101	73	69	99	99	92
COC(=O)/C=C/c1cc(O)c2c(c1)C(C(=O)OC)C(c1ccc(O)c(O)c1)O2 (stereo not drawn)
 : 25&30	15&17	40&38	52&55	18&18	27&26	6.7*!	30&56	15&21
CCOC(=O)C1=NCCNC1=O
 : 94	108	98	100	105	101	92	102	99
COc1cc2nc(-c3ccco3)cc(OCCCN3CCC(O)CC3)c2cc1OC
 : 50	56	56	65	69	23	·	60	51
CCn1c(-c2cncc(CO)c2)nnc1N1CC(C)OC(C)(C)C1 (stereo not drawn)
 : 100	100	88	109	88	103	91	·	106
C=C(C)[C@@H]1CC[C@]2(C)[C@H](CC[C@@H]3[C@@H]([C@@](C)(O)CCC=C(C)C)CC[C@]32C)[C@@]1(C)CCC(=O)OC
 : 103	103	100	106	98	110	92	113	101
CCOC(=O)/C(=C\c1ccc(OC)cc1)C(C)=O
 : 93	98	91	107	98	94	102	90	99
O=[N+]([O-])c1ccc(N/N=C(\Cc2ccccc2)c2ccccc2)c([N+](=O)[O-])c1
 : 102	101	90	105	96	103	81	98	102
CN(N=O)c1ccc(/C=C2\C=Cc3ccccc32)cc1
 : 89	107	102	108	88	100	112	101	98
O=P(O)(O)c1ncc(-c2ccc(C(F)(F)F)cc2)c(NC2CCCCCC2)n1
 : 85	98	87	95	94	78	97	113	72
CCCCC(O)(CCCC)CCCC
 : 107	95	101	98	99	114	94	99	96
Cc1cc(N=Nc2ccc(-c3ccc(N=Nc4c(S(=O)(=O)O)cc5cc(S(=O)(=O)O)c(N=Nc6ccccc6)c(O)c5c4N)cc3)cc2)c(N)cc1N
 : 108	109	74	122	·	96	·	129	109
Cn1cc(-c2nc(-c3cn(C)c4c(Cl)nccc34)cs2)c2ccccc21
 : 81	61	66	80	82	93	67	88	72
O=C(O)CN1CCc2c(sc3ncnc(N/N=C/c4ccccc4Br)c23)C1
 : 103	108	87	122	95	111	101	102	111
COc1ccc(Nc2ncnc3sc4c(c23)CCN(Cc2ccccc2)C4)cc1
 : 85	76	49	109	52	77	92	75	89
COc1ccc(CCC(N)c2ccc(OC)cc2)cc1 (stereo not drawn)
 : 92	89	75	87	91	98	81	100	96
COc1ccc(C)cc1NC(=O)CC(C)=O
 : 95	110	94	107	102	103	97	119	102
COc1cc(-c2cc(/C=C3\CCCCC3=O)[nH]n2)cc(OC)c1OC
 : 94	98	81	112	91	99	95	96	92
N#Cc1c(-c2ccc(F)cc2)nc(SCc2ccc(F)cc2)nc1N1CCN(c2ccccc2)CC1
 : 90	93	·	90	84	92	99	96	91
C=C(c1cc(F)c(C(=O)O)c(F)c1)c1cc2c(cc1C)C(C)(C)CCC2(C)C
 : 97	96	85	114	88	102	84	105	91
COc1cc(C=O)ccc1Oc1nc(Nc2ccc(F)cc2)nc(N(C)C)n1
 : 58&92	52&78	49&68	87&84	58&69	63&105	123&99	65&92	36&85
CCN(CC)CC(=O)Nc1nccs1
 : 96	93	94	95	·	105	107	117	95
CC(C)OC(=O)Nc1c(C(C)C)cccc1C(C)C
 : 96	105	109	101	108	103	93	104	·
COc1ccc(CC(C)=C(c2ccc(OCCN3CCCC3)cc2)c2ccc(OCCN3CCCC3)cc2)cc1
 : -83*	-79*	-95*	-94*	-89*	-96*	-87*	-95*	-70*
CC(C)NCCCNc1ccnc2cc(Cl)ccc12
 : 108	92	73	101	89	103	104	89	96
CC(C)CC[n+]1cccc(C(N)=O)c1
 : 102	92	93	·	101	108	102	105	107
CCOC(=O)c1cc2c(n1Cc1ccccc1OC)-c1oncc1CCC2
 : 53	50	45	59	36	53	-2.6*	5.4*	37
FC(F)(F)c1ccc(Cn2cc(CSc3nc4ccccc4s3)nn2)cc1
 : 100	98	79	98	84	101	86	104	96
COc1ccc2oc(=O)cc(-c3nc4ccc(N)cc4[nH]3)c2c1
 : 92	97	45	97	·	80	61	95	86
COC(=O)[C@]1(C)N[C@H](c2cn(-c3ccccc3)nc2-c2ccccc2)[C@@H]2C(=O)N(c3ccc(C)cc3)C(=O)[C@@H]21
 : 105	96	76	104	92	99	98	115	108
CC(=O)Oc1ccc(/C=C/C(=O)NC(Cc2ccccc2)C(=O)C(=O)NCc2ccccc2)cc1OC(C)=O (stereo not drawn)
 : 92	109	79	96	92	99	79	100	101
CCCn1cc(/C=C/C(=O)c2cc3ccccc3oc2=O)c2ccccc21
 : 85	75	63	126	67	81	143	83	85
CC(C)CNCC(=O)Nc1ccc(-c2ccc(NC(=O)CNCC(C)C)cc2)cc1
 : 104	76	67	91	·	·	117	106	85
COc1cc(-c2nc3ccc([N+](=O)[O-])cc3[nH]2)ccc1OCC(=O)NN
 : 89	102	88	113	90	89	87	88	91
COc1cc2c3c(c(=O)oc2cc1OS(=O)(=O)c1ccc(C(F)(F)F)cc1)CCCCC3
 : 90	72	93	122	·	72	86	30	82
Cc1cc(Cc2ccc(Cl)cc2)ccc1OC(=O)c1ccc(Cl)cc1
 : 77	81	53	97	104	92	94	117	93
Cc1cc(N)nc2ccccc12
 : 95	94	98	105	100	99	77	131	105
ClC(Cl)(Cl)C1OCCO1
 : 108	94	89	94	·	98	101	109	94
COc1cc(C2CC(c3cccc(Br)c3)=NN2)cc(OC)c1OC (stereo not drawn)
 : 102	92	79	136	79	96	96	91	94
O=C(c1ccc(O)c(Br)c1)N1Cc2ccccc2C1
 : 95	104	73	95	100	100	97	104	97
COc1cccc(-c2nn(-c3ccccc3)cc2-c2ccnc(N3CCN(C(=O)Nc4ccc(Cl)c(Cl)c4)CC3)c2)c1
 : 78	82	64	103	74	80	67	72	86
COc1cc(Cn2c(SCC(=O)Nc3ccc(S(N)(=O)=O)cc3)nc3ccccc3c2=O)cc(OC)c1OC
 : 89	97	75	102	100	95	80	99	94
COC[C@H](C)n1c(C2CCOCC2)nc2cnc3cc(-c4c(C)noc4C)c(OC)cc3c21
 : 76	52	19	29	16	44	5.1*	67	54
CC[C@]12C=CCN3CC[C@]4(C(=C(C(=O)OC)C1)Nc1cc5c(cc14)[C@@H]1[C@H](O5)[C@@H](O)[C@@]4(CC)CC(C(=O)OC)=C5Nc6cc(OC)ccc6[C@@]56CCN1[C@@H]46)[C@@H]32
 : 16	-9.9*	12	14	2.1*	-43*	-66*	-39*	3.2*
NS(=O)(=O)c1ccc(Nc2nc(N/N=C/C=C/c3ccccc3)nc(Nc3ccccc3)n2)cc1
 : 48	38	40	87	46	39	40	-8.5*	51
CC(=O)OCC(=O)[C@@]1(O)[C@H](C)C[C@H]2[C@@H]3C=C(C)C4=Cc5c(cnn5-c5ccc(F)cc5)C[C@]4(C)[C@H]3[C@@H](O)C[C@@]21C
 : 41	-27*	3.9*	20	·	14	·	-12*	9.6*
O=[N+]([O-])c1ccc2nc3c4ccccc4c4ccccc4c3nc2c1
 : 82	89	75	68	78	57	-40*	96	62
NC(=O)NC(=O)/C=C/C(=O)O
 : 102	103	79	107	105	101	125	100	106
OC(c1ccccc1)(c1ccccc1)C1CC1
 : 105	108	93	108	95	111	109	121	103
O=C(Nc1ccccc1-c1ccccc1)c1ccc(Cl)cc1Cl
 : 96	72	88	100	88	94	87	108	103
O=C(Cn1c(=O)sc2nc3ccccc3nc21)Nc1ncc(Cc2ccc(F)cc2)s1
 : 96	99	65	98	70	96	113	104	97
Cn1c(=O)c2[nH]c(CCC(=O)O)nc2n(C)c1=O
 : 105	107	95	97	101	106	104	105	101
CC[C@@]1(O)C(=O)OCc2c1cc1n(c2=O)Cc2cc3c(CN(C)C)c(O)ccc3nc2-1
 : 14&14	-13*	-75*	-4.4*	-16*	-41*	-69*	-63*!	2.1*
C=CCOC(=O)C1=C(C)NC2=C(C(=O)CCC2)C1c1ccc(O)cc1 (stereo not drawn)
 : 102	105	75	100	89	98	108	99	99
Cc1cc(NS(=O)(=O)c2ccc(N3C(=O)/C(=C/c4coc5ccccc5c4=O)N=C3c3ccccc3)cc2)no1
 : 104	101	84	·	90	97	95	·	97
CCCC(C)NC(=O)c1ccc(OCC)cc1 (stereo not drawn)
 : 100	105	93	100	99	109	98	105	97
CC(COc1cc(Cl)c(Cl)cc1Cl)OC(=O)C(C)Oc1cc(Cl)c(Cl)cc1Cl (stereo not drawn)
 : 97	87	80	94	87	110	90	·	89

The listing continues.
Every second line gives: SN12C	786-0	UO-31	TK-10	CAKI-1	ACHN	A498	RXF 393	U251
CC(C)/C=N\O
 : 107	115	74	107	102	121	111	108	·
CN/C(=C\[N+](=O)[O-])NCCSCc1ccc(CN(C)C)o1
 : 100	101	82	115	92	·	103	111	94
COC(=O)C1NC(=S)N(c2ccccc2C)C1/C=C/c1ccccc1 (stereo not drawn)
 : 101	·	88	109	86	101	·	119	96
COc1cc(C2CC(c3ccc(S(=O)(=O)NCCNc4nc(Nc5ccc(F)cc5)nc(N(C)C)n4)cc3)=Nc3c(N)nc(N)nc3N2)cc(OC)c1OC (stereo not drawn)
 : 84	75	86	95	90	97	87	74	70
CC(c1ccccc1)C(C)(C#N)c1ccccc1 (stereo not drawn)
 : 99	103	89	118	77	106	77	·	103
O=C1C2=C(C(=O)c3ccccc31)C(O)(S(=O)(=O)O)C(O)(S(=O)(=O)O)C1N=CC=CC21 (stereo not drawn)
 : 39&34	20&33	-0.6*!	68&72	16&22	33&36	34&82	58&77	19&30
CCOC(=O)C(CO)NC(=O)C1(NC(C)=O)CCCC1 (stereo not drawn)
 : 100	110	83	109	98	110	115	112	103
Cc1ccc(C2=NNC(c3sc(Cl)nc3Cl)C2)cc1 (stereo not drawn)
 : 41	106	78	133	97	112	97	108	99
O=C(CCc1ccc(O)cc1)c1c(O)cc(O)cc1OC1OC(CO)C(O)C(O)C1O (stereo not drawn)
 : 100	101	87	99	103	103	·	117	98
CSc1nnc2cc(C)nc(SCc3ccccc3)n12
 : 92	70	33	52	48	83	96	98	83
CCOC(=O)c1cc(/C=C/c2cccc(Cl)c2)on1
 : 86	98	·	111	91	91	110	97	88
CC(=O)CC(=O)Nc1cccc(Cl)c1
 : 108	97	76	92	94	99	127	116	98
C=C1C(=O)O[C@H]2[C@H]1CC/C(COC(=O)/C=C\C(=O)NCc1ccc(Cn3c(=O)sn(CCCCl)c3=O)cc1)=C\CC[C@@]1(C)O[C@@H]21
 : 65	68	53	58	52	40	103	87	80
COc1ccc(N=NC(C#N)C(N)=O)cc1 (stereo not drawn)
 : 97	107	87	111	88	91	107	114	102
COc1cc(C)c(C(=O)Oc2cc(C)c(C(=O)O)c(O)c2)c(O)c1
 : 102	106	80	106	·	100	85	107	95
O=C(C[n+]1cccc2ccccc21)c1cccs1
 : 100	98	77	102	·	106	121	107	99
CC(=O)N[C@H](C(=O)N[C@H](Cc1ccccc1)C(=O)N[C@H](CS)C(=O)N[C@H](CCCN=C(N)N)C(=O)N[C@H](CCCN=C(N)N)C(=O)N[C@H](CCCN=C(N)N)C(=O)N[C@H](CCCN=C(N)N)C(=O)N[C@H](CCCN=C(N)N)C(N)=O)[C@@H](C)O
 : 97	·	101	110	100	115	83	109	117
NS(=O)(=O)c1ccc(C(=O)N2N=C(c3ccccc3)CC2c2ccc(F)cc2)cc1 (stereo not drawn)
 : 97	101	82	109	79	87	97	76	103
Nc1c2c(nc3ccc(F)cc13)CC(c1ccccc1)CC2=O (stereo not drawn)
 : 106	100	89	150	88	97	99	98	108
OCCN(CCO)c1ncnc2nc[nH]c12
 : 103	101	92	96	·	·	95	112	101
O=c1[nH]c(=O)c2cc(Sc3ccc(F)cc3)ccc2[nH]1
 : 100	103	86	103	91	106	112	114	97
O=C(O)c1cn(C2CC2)c2cc(N3CCN(C(=O)CCCN4C(=O)S/C(=C/c5ccccc5)C4=O)CC3)c(F)cc2c1=O
 : 97	79	64	115	89	86	59	106	97
COc1nc2ccccc2s1
 : 99	104	73	111	90	95	101	118	108
Cn1ccc(=O)n(C)c1=O
 : 105	103	94	107	99	99	105	·	·
COc1ncnc2c(CN3CCN(c4ccccc4)CC3)c[nH]c12
 : 104	113	82	114	92	104	80	107	99

Whole records from above. Order of values: SN12C | 786-0 | UO-31 | TK-10 | CAKI-1 | ACHN | A498 | RXF 393 | U251
Listed for O=C(C[n+]1cccc2ccccc21)c1cccs1 = 100 | 98 | 77 | 102 | · | 106 | 121 | 107 | 99
Listed for OCCN(CCO)c1ncnc2nc[nH]c12 = 103 | 101 | 92 | 96 | · | · | 95 | 112 | 101
Listed for COc1ncnc2c(CN3CCN(c4ccccc4)CC3)c[nH]c12 = 104 | 113 | 82 | 114 | 92 | 104 | 80 | 107 | 99
Listed for CCOC(=O)C(CO)NC(=O)C1(NC(C)=O)CCCC1 (stereo not drawn) = 100 | 110 | 83 | 109 | 98 | 110 | 115 | 112 | 103
Listed for C=C1C(=O)O[C@H]2[C@H]1CC/C(COC(=O)/C=C\C(=O)NCc1ccc(Cn3c(=O)sn(CCCCl)c3=O)cc1)=C\CC[C@@]1(C)O[C@@H]21 = 65 | 68 | 53 | 58 | 52 | 40 | 103 | 87 | 80

Individual results from the results shown:
COc1nc2ccccc2s1 | CAKI-1: 90
O=C(O)c1cn(C2CC2)c2cc(N3CCN(C(=O)CCCN4C(=O)S/C(=C/c5ccccc5)C4=O)CC3)c(F)cc2c1=O | U251: 97
Cc1ccc(C2=NNC(c3sc(Cl)nc3Cl)C2)cc1 (stereo not drawn) | SN12C: 41

Assay outcomes from PubChem.
